Assay outcomes: PubChem, National Center for Advancing Translational Sciences (NCATS)
Pol beta inh: inhibitors of human DNA polymerase beta. P06746. Pol beta primer extension/strand displacement, fluorescence kinetic. Potency, µM (titrated, usually from 114 µM), for inactives: at the highest dose activity change, negative = inhibition, actives largely listed as inhibitors. 1.3% of 340,000 active; also: potency is read from the fitted curve at half-maximal effect; % is scaled to controls: 0 for no effect and ±100 for the full control effect
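Pol beta (10 nM) was preincubated with compound for 15 min at room temperature. The reaction was then started with 50 nM substrate and read immediately and after a further 10 min at room temperature.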
ERG-DNA inh: ERG Ets/DNA interaction inhibition; Potency, µM (top dose mostly 76.9 µM), for the others: at the highest dose FP activity, negative = inhibition, most hits filed as inhibitors; 0.028% of 370,000 active; fluorescence polarization, His-ERG Ets domain / labelled DNA; active = well fitted inhibition curve with a large enough effect in the polarisation, with a control signal flat; inconclusive = small, poorly fitted or top-dose-only effect, or effect the other way, or a change in a side signal; inactive = no such curve, though single readings can be large or run the other way; the % refers to the polarisation;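 also: polarization taken with two DNA probes labelled with fluorescein and Texas red; potency is read from the fitted curve at half-maximal effect; % of control where 0% means no effect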
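His-tagged ERG Ets domain (1 uM in the protein solution; 300mM KCl, 50mM Tris-HCl, 1mM EDTA, 1mM DTT, pH 7.5) received compound, then a probe mix of 5 nM fluorescein-DNA and 100nM Texas-615-DNA. Fluorescence polarization was read for both dyes.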
POLK inh: blocks human DNA polymerase kappa activity; 0.53% of 400,000 active; purified Pol kappa, fluorescent DNA synthesis assay, 10 min; Q9UBT6; Potency, µM (highest dose often 107 µM), inactives show top-dose activity, negative = inhibition, usual class: inhibitors; also: potency is read from the fitted curve at half-maximal effect; % is scaled to controls: 0 for no effect and ±100 for the full control effect
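10 nM Pol kappa was preincubated with compounds for 15 min at room temperature. Reaction started with 50 nM (final) substrate. Fluorescence read kinetically at 0 and 10 min.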
LDHA block: blocks human lactate dehydrogenase A; P00338; purified LDHA, NADH/diaphorase-resazurin fluorescence; hits give low values; activity change, % (values are at about 110 or 230 µM); 0.15% of 480,000 active; AID 1347041; in the data active = activity change below about -30%; inconclusive = mostly about -25% to -30%;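 also: plate controls were DMSO wells for no effect and wells without enzyme for full effect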
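Human LDH5 (2 nM) was incubated with 0.06 mM NADH and 0.2 mM pyruvate for 5 min at room temperature in Tris pH 7.4. Remaining NADH was coupled through diaphorase/resazurin, and resorufin fluorescence was read at 0 and 20 min.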
RGS4 inhibitor: blocks human RGS4-accelerated GTP hydrolysis; P49798; Transcreener GDP fluorescence polarization, RGS4-accelerated GTP hydrolysis; Potency, µM (highest dose often 114 µM), inactives show at the top dose activity change, negative = inhibition, usual class: inhibitors; 0.039% of 390,000 active; AID 504845; also: potency is read from the fitted curve at half-maximal effect; % is scaled to controls: 0 for no effect and ±100 for the full control effect; nearly all actives have a fitted effect of over 75% in size; some results filed as inactive show a strong effect at the top dose
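MLSMR compounds (23 nl, pin-transferred) preincubated 10 min at room temperature with a 500nM (2x) first reagent, then RGS4 at 900nM (2x) plus Transcreener GDP mix added; fluorescence polarization (620/688 nm) read before and after 90 min at 30 °C.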
APE1 inh: inhibitors of human APE1 endonuclease; P27695; AID 2517; 0.35% of 350,000 active; Potency, µM (highest dose often 65.8 µM), without a hit: at the top dose activity change, negative = inhibition, hits mostly inhibitors; recombinant APE1, TAMRA/BHQ-2 abasic DNA cleavage fluorescence;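 also: potency is read from the fitted curve at half-maximal effect; plate controls were vehicle for no effect and reference inhibitor for full effect; nearly all actives have a fitted effect of over 55% in size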
Target sequence (P27695 whole entry, looked up): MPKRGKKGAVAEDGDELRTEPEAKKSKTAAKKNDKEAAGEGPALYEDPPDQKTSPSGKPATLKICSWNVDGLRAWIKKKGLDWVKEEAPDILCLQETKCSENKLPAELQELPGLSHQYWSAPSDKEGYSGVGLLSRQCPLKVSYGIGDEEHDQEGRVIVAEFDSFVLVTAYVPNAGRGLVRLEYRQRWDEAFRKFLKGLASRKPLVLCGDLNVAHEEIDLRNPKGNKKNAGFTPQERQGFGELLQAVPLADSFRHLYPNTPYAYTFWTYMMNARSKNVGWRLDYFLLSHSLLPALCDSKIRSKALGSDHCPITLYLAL
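Activity was derived from the fluorescence gain between first and third kinetic reads (60 s intervals, ex 525/em 598 nm) after 50 nM THF-abasic TAMRA/BHQ-2 duplex was added to 0.75 nM APE1 preincubated 15 min with compound.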
12-LOX inh: ALOX12 (human) lipoxygenase inhibition; P18054; purified 12hLO, xylenol orange hydroperoxide absorbance; Potency, µM (series often up to 108 µM), inactives show top-dose activity change, negative = inhibition, hits mostly inhibitors; 1.1% of 580,000 active; AID 1671190; also: potency is read from the fitted curve at half-maximal effect; % is scaled to controls: 0 for no effect and ±100 for the full control effect
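Purified human 12hLO (150 nM final) in 25 mM Hepes, 0.01% Triton X-100, pH 7.0 was preincubated 15 min at room temperature with compound. Then 40 uM arachidonic acid was added, 30 min. Hydroperoxide was read by Fe-XO absorbance ratio 573/405 nm.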
POLH inh: inhibitors of human DNA polymerase eta | Q9Y253 | recombinant Pol eta, fluorescent DNA replication assay | Potency, µM (titrated, usually from 114 µM), for the others: at the top dose activity change, negative = inhibition, most hits filed as inhibitors | 1.2% of 390,000 active | AID 588591; also: potency is read from the fitted curve at half-maximal effect; % is scaled to controls: 0 for no effect and ±100 for the full control effect
Target sequence (Q9Y253 whole entry, looked up): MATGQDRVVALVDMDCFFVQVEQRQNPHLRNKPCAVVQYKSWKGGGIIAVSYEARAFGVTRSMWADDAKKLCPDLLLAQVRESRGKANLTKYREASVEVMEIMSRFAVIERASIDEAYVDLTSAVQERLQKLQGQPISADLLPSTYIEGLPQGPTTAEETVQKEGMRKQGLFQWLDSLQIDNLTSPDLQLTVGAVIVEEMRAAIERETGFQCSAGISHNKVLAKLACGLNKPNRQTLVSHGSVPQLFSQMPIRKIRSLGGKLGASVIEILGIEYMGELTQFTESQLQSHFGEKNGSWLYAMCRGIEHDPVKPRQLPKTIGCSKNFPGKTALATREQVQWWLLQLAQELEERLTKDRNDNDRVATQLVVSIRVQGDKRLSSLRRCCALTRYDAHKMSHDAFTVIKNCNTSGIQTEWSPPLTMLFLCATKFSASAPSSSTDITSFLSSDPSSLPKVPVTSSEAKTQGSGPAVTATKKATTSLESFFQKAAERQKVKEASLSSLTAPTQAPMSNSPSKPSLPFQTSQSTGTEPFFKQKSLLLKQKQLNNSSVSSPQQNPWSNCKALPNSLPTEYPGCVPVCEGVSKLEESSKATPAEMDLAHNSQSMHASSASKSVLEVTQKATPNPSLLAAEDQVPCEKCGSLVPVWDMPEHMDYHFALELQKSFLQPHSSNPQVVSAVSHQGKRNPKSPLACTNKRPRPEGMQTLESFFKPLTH
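Pol eta at 10 nM preincubated with compounds 15 min at room temperature; reaction started with fluorescent substrate (50 nM final) and read kinetically at 0 and 10 min.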
Apoferritin bind: binds horse apoferritin like a general anesthetic; Potency, µM (doses to about 77.5 µM), for the others: at the highest dose activity change, negative = displacement, most hits filed as inhibitors; 0.074% of 350,000 active; apoferritin/1-aminoanthracene competitive binding, fluorescence; AID 485281; P02791; also: potency is read from the fitted curve at half-maximal effect; % is scaled to controls: 0 for no effect and ±100 for the full control effect; nearly all actives have a fitted effect of over 20% in size
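Apoferritin-based anesthetic binding model; compound displacement of fluorescent 1-AMA measured as endpoint fluorescence after 10 minutes at room temperature, scaled to free-ligand and complex controls.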
Starred values were filed as active, the others as inactive; ? = inconclusive; / = not tested or not shown; & = joins results of further samples; [ ] = remark or other dose. Unless noted, calls follow the shape of the dose curve; as a rule, active = well fitted curve in the direction sought with a large enough effect; inconclusive = small, poorly fitted or top-dose-only effect, or another doubt; inactive = no such curve, though single readings can be large; an effect the other way counts as inactive or inconclusive.

SMILES	Pol beta inh	ERG-DNA inh	POLK inh	LDHA block	RGS4 inhibitor	APE1 inh	12-LOX inh	POLH inh	Apoferritin bind
Cn1nc(-c2ccccc2)c(COC(=O)c2cccc(Cl)c2)c1S(=O)(=O)c1ccccc1	-4%	7%	0%	-3	-12%	15%	-18%	-10%	-8%
CCN(C(=O)COC(=O)c1ncc(Cl)c(Cl)c1Cl)c1c(N)n(Cc2ccccc2)c(=O)[nH]c1=O	/	-6%	6%	-2	-13%	/	24%	-4%	/
O=[N+]([O-])c1cc(Cc2ccccc2)cc(C=Nc2ccc(N3CCOCC3)cc2)c1O	0%	-6%	-19%	8	?	-6%	/	?	-5%
CC/C=C/C(=O)N1CC2(CC(c3cccc(NC(=O)CC(c4ccccc4)c4ccccc4)c3)=NO2)C[C@@H]1C(N)=O (stereo not given in full)	?	20%	-5%	2	-2%	29%	?	-5%	-16%
Cc1cccc(C)c1NC(=O)c1ccc(-n2cnnn2)cc1	22%	1%	3%	3	13%	1%	0%	?	-18%
O=C(/C=C/Nc1ccc(Br)cc1F)c1ccco1	-3%	2%	0%	-4	-21%	-3%	-15%	-2%	0%
COc1ccc(OC[C@@H](O)CNC(=O)c2cccc3c2C(=O)c2ccc(Cl)cc2S3(=O)=O)cc1	/	6%	-5%	0	-1%	-13%	?	-6%	/
CCOC(=O)CNC(=S)n1cnc(N)n1	10%	8%	2%	0	?	0%	-6%	-17%	-5%
OCC[C@H]1C[C@H](O)[C@@H](O)[C@@]2(OCCCc3ccccc32)O1	/	0%	-4%	2	-6%	9%	-20%	-17%	/
Cc1cc(C)c(C#N)c(SCc2ccc([N+](=O)[O-])cc2)n1	34%	3%	-1%	-7	12%	3%	1%	0%	-3%
Cc1ccc2c(c1)nnn2C1CCN(CC(=O)Nc2ccc3c(c2)OCCO3)CC1	2%	-3%	-7%	-2	-17%[56.9 µM]	8%	1%	-13%	-23%
COc1cc(SC)ccc1C(=O)NCC1CCCO1 (stereo not given)	24%	-2%	-8%	-4	32%	10%	0%	11%	-4%
CCN1C(=O)/C(=C2\SC(N3CCCCC3)=NC2=O)c2ccccc21	12%	/	-2%	-9	34%	0%	1%	3%	?
CCCc1nnc(NC(=S)Nc2ccccc2)s1	1%	-15%	-1%	0	-47%	0%	-19%	-17%	-7%
CN1C[C@@H]2C(c3ccccc3)C3(c4cccnc4)CC2(C3)[C@H]1c1ccccc1 (stereo not given in full)	0%	-14%	0%	-5	2%	-5%&1%	9%	-5%	-4%&-12%
Cc1ccccc1-c1nnn(Cc2ccc(F)cc2Cl)n1	-1%	3%	5%	0	-6%	13%	32%[activator]	-15%	-2%
Cc1ccccc1NC(=O)Cn1c(=O)sc2ccccc21	-1%	23%	-14%	-8	1%	3%	-11%	14%	-6%
O=C(Cc1ccc(NC(=O)C2CCCN(C(=O)C3CCC3)C2)cc1)Nc1ccc(C(=O)N2CCOCC2)cc1 (stereo not given)	/	1%	-2%	-10	3%	/	5%	-15%	/
On1c(-c2ccccc2)nc2ccccc21	-1%	-10%	3%	-11	7%	-2%	5%	-17%	6%
Cc1cc(C)nc(N2C(=O)CC(C(C)c3ccccc3)C2=O)n1 (stereo not given)	-14%	-8%	5%	-3	23%	-1%	0%	-2%	-2%
Cc1ccc(F)cc1N=Cc1c(O)c2ccccc2oc1=O	-1%	-8%	-1%	-1	1%	22%	/	-8%	-4%
COc1ccc(N(C(=O)CNS(=O)(=O)c2ccccc2)C(C(=O)NCc2ccco2)C(C)C)cc1 (stereo not given)	8%	4%	-12%	-9	-16%	4%	-8%	-3%	-6%
CCOC(=O)CNC(=O)C(Cc1ccccc1)NS(=O)(=O)c1cccs1 (stereo not given)	70%	-4%	-6%	-4	13%	12%	?	6%	-6%
Cc1cccc(C(=O)OCC(=O)c2cccc(Br)c2)c1O	10%	1%	-8%	-11	-13%	14%	-6%	-13%	-2%
CC1(c2ccccc2)CC(C)(C)N2C(=O)C3(C(C#N)=C(N)Oc4cc(O)ccc43)c3cccc1c32 (stereo not given)	23%	-1%	-15%	-3	14%	-3%	5%	-16%	-2%
Clc1ccc(Sc2ccc(/C=N/n3cnnc3)o2)cc1	20%	-4%	-14%	-3	-28%	22%	-10%	-17%	-15%
COc1c(C=O)cc2c3c1CCCN3CCC2	5%	-10%	3%	-7	2%	13%	?	1%	-23%
COc1ccccc1NC(=O)C(=O)NCCC1CCCCN1S(=O)(=O)c1cccs1 (stereo not given)	/	1%	9%	-4	2%	42%	-2%	-11%	/
COc1ccc(C2CC(c3ccc4ccccc4c3)=NN2C(=O)COC(=O)C2CCC(=O)N2)cc1 (stereo not given)	-5%	-4%	2%	-5	-3%	-6%	-14%	-3%	-16%
Cc1cc(Br)ccc1NC(=O)CNC(=O)COc1ccccc1C	/	-3%	-9%	-7	28%	-10%	-1%	-1%	/
CCOc1ccccc1NS(=O)(=O)c1ccc2c(c1)CC(C)N2C(=O)C1CCC1 (stereo not given)	2%	-10%	-23%	-7	23%	/	-21%	-12%	69%[activator]
CC1CC1C(=O)OCC(=O)NC(=O)c1ccccc1 (stereo not given)	/	11%	2%	-1	1%	38%	-18%	-1%	/
Clc1ccc(C2=NNC(=NCc3ccc4c(c3)OCO4)SC2)cc1	8%[57.1 µM]	-1%	-12%	-1	-31%	2%	?	-20%	-5%
CCCn1c(=O)c(C(=O)Nc2ncccc2O)c(O)c2ccccc21	53%	-12%	3%	8	-4%	-13%	1%	-15%	-11%
CCC(=O)c1ccc(OCC(O)CN(C)C2CCCCC2)cc1 (stereo not given)	13%	-11%	-4%	-4	-9%	-5%	0%	?	2%
O=C1OCC/C1=C\c1ccccc1O	12%	-5%	1%	-2	2%[56.9 µM]	11%	0%	-3%	-14%
Cc1ccc(-n2nc(C(=O)O)nc2-c2ccccc2)cc1	5%	5%	0%	1	-25%	15%	?	-9%	-6%
COc1cc2cnc(-c3ccccc3)c(-c3ccc(C(F)(F)F)cc3)c2cc1OC	/	-14%	-15%	4	10%	-35%	-17%	-18%	/
Cc1cc(C)cc(N(C(=O)c2ccco2)C(C(=O)NC2CCCC2)c2ccncc2)c1 (stereo not given)	32%	2%	-7%	-1	-6%	17%	-11%	-4%	6%
O=C(CCN1CCN(c2ccccc2)CC1)Nc1ccc(OCc2ccccc2)cc1	14%	-1%	-6%	0	23%	-6%	0%	0%	-11%
COc1cc(SC#N)ccc1N=Cc1c(C)[nH]n(-c2ccc(C)cc2)c1=O	-7%	-5%	0%	-5	-42%	13%	-22%	-16%	-1%
CCOC(=O)CCC(=O)NCc1ccc2c(c1)cc(C)n2C	17%	?	-8%	24	-5%	3%	0%	-14%	-12%
O=c1[nH][nH]c(-c2ccccc2)c1-c1ccccc1	/	-2%	2%	-4	-8%	/	-21%	-20%	/
CN(C(=O)c1ccc2c(c1)OCO2)C1(C)CCS(=O)(=O)C1 (stereo not given)	/	2%	3%	-2	19%	31%	4%	5%	/
C=CCn1c(SCc2nc3cc(C(=O)OC)ccc3c(=O)[nH]2)nc2sc(CC)cc2c1=O	-13%	-3%	-5%	-1	-3%	-9%	-25%	0%	4%
O=C(Nc1nnc(COc2ccccc2)s1)Nc1ccccc1F	7%	-8%	13%	0	-16%	1%	2%	-14%	2%
CC(C)CCNC(=O)c1ccc2nc(Cc3ccccc3)oc2c1	2%	1%	-4%[60.1 µM]	-3	5%	/	-21%	-25%	-12%
COc1ccc(-c2cc(C(=O)N/N=C/c3ccc(OC)c(COCC(F)(F)C(F)F)c3)c3ccccc3n2)c(OC)c1	4%	0%	-14%	0	-50%[11.4 µM]	-4%	-16%	-18%	-19%
CCOc1cc(C(=S)N2CCCC2)ccc1O	-1%	-8%	-1%	1	?	-9%	?	0%	-10%
CCCCN(C(=O)CC1CCCC1)c1c(N)n(CCCC)c(=O)[nH]c1=O	/	2%	-2%	0	-2%	2%	17%	-9%	/
COC(=O)C(=C/C(C)=C/c1cccs1)C(=O)OC	12%	-2%	-5%	-7	?	6%	-23%	-4%	-23%
CCOCCn1ccc2c(OCC(=O)NCc3ccccc3)cccc2c1=O	/	13%	-5%	1	-10%	24%	5%	-5%	/
N#CC1=C(N)Oc2cc(O)c(Cl)cc2C1c1cccnc1 (stereo not given)	-1%	-9%	-15%	5	-20%	53%[activator]	-15%	-6%	44%[activator]
O=C(/C=C/c1ccco1)NC(=S)Nc1ccccc1	?	14%	?	-3	-19%	-3%	?	?	-12%
COC(=O)/C(=C\c1ccc([N+](=O)[O-])cc1)NC(=O)c1ccccc1	/	-10%	-18%	-5	6%	/	?	0%	/
CCOC(=O)N1CCC(N2Cc3cccc(C(=O)NC(C)c4ccc5c(c4)OCCO5)c3C2=O)CC1 (stereo not given)	8%	4%	2%	-4	20%	8%	5%[57.4 µM]	-9%	-15%
O=Cc1cn(CCC(=O)O)nc1-c1cccc(Br)c1	2%	0%	4%	2	2%	-2%	-39%	-11%	-8%

2 compounds picked at random from the list so far, as already listed:
SMILES	Pol beta inh	ERG-DNA inh	POLK inh	LDHA block	RGS4 inhibitor	APE1 inh	12-LOX inh	POLH inh	Apoferritin bind
C=CCn1c(SCc2nc3cc(C(=O)OC)ccc3c(=O)[nH]2)nc2sc(CC)cc2c1=O	-13%	-3%	-5%	-1	-3%	-9%	-25%	0%	4%
COC(=O)/C(=C\c1ccc([N+](=O)[O-])cc1)NC(=O)c1ccccc1	/	-10%	-18%	-5	6%	/	?	0%	/

Not all compounds are listed; count on the stated rates, not on these rows.
